Screens: PubChem BioAssay, Icahn School of Medicine at Mount Sinai
RBX1-CUL1 inh: blocks human RBX1-Cullin-1 di-ubiquitin formation; 0.6% of 140,000 active; P62877+Q13616; in vitro K48 di-Ub FRET, acceptor:donor ratio, 45 min; inhibition, % at 10 µM; in the data active = inhibition above about 25%
Target sequence (P62877 whole entry, looked up): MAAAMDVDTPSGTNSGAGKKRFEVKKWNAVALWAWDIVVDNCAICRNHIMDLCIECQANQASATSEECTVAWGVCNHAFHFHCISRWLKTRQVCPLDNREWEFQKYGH
Target sequence (Q13616 whole entry, looked up): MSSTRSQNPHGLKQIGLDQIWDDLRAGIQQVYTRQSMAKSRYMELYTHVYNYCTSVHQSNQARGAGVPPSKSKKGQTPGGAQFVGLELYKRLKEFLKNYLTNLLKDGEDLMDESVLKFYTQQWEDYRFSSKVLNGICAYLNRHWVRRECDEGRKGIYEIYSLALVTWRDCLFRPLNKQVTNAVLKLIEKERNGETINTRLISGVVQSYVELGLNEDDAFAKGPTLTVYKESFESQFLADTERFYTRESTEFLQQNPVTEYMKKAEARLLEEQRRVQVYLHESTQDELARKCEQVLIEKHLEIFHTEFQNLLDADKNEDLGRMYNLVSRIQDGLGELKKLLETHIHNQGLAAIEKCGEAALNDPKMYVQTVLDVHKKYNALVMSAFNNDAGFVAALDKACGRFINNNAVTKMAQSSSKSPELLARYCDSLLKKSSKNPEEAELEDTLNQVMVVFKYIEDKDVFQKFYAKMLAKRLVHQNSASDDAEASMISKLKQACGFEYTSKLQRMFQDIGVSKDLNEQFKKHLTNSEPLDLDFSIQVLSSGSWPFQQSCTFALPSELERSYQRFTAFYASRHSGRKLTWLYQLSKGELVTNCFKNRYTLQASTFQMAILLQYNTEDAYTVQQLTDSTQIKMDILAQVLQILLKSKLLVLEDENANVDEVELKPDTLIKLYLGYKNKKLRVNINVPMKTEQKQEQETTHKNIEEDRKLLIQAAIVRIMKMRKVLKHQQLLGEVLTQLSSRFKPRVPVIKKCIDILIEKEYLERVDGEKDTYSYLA
Numbers without * were called inactive.

RBX1-CUL1 inh | Molecule
-8 | Cc1ccc(C(=O)c2sc(Nc3ccccc3)c(S(=O)(=O)c3ccccc3)c2N)c(C)c1
-4 | Cc1ccc(-c2nc(CSc3nncn4c3cc3occc34)c(C)o2)cc1
4 | Cc1c(C(=O)NCc2cccc(Cl)c2)sc2nc3n(c(=O)c12)CCCC3
-2 | c1ccc(-c2ccc(CNCc3cccs3)cc2)cc1
7 | CCCC(=O)N1CCN(c2ccc(Cl)cc2NC(=O)C(C)(C)C)CC1
1 | O=C(Nc1ccncc1)c1ccc(S(=O)(=O)N2CCOCC2)cc1
12 | Cc1nonc1CN(C)C(=O)Cc1c2c(n(CC(C)C)c1C)CC(C)(C)CC2=O
-5 | COC(=O)c1ccc(OC)c(Cn2c(=O)n(-c3ccc(C)cc3)c(=O)c3c2cnn3C)c1
-4 | CCC(=O)Nc1ccc(C(=O)N/N=C/c2ccccc2[N+](=O)[O-])cc1
-7 | CCC1CCc2nc3sc(C(=O)Nc4ccccc4C(F)(F)F)c(N)c3cc2C1 (stereo unspecified)
2 | Cc1ccc(-c2noc(CN(C)C(=O)CCC3CCCCC3)n2)cc1
-8 | CCCNC(=O)CSc1nc(-c2ccc(OC)cc2)cc(C(F)(F)F)n1
-4 | N#Cc1ccccc1NC(=O)Nc1cccc(C(F)(F)F)c1
-12 | COc1ccc(NC(=O)c2ccc3c(=O)n4nc(Nc5cc(C)ccc5C)sc4nc3c2)cc1
12 | CC(/C=C/c1ccccc1)=NNC(=O)C(C)Nc1ccc(C)cc1 (stereo unspecified)
-11 | CC(=O)N1CCCC1c1nc2ccccc2n1Cc1cccc(Cl)c1 (stereo unspecified)
7 | COc1ccc(CCCC(=O)NCC(=O)N/N=C/c2ccc(N(C)C)cc2)cc1
4 | Cn1c(SCc2nnc3n2CCCCC3)nc2ccccc21
4 | COc1ccc(/C=N/NC(=O)CCc2nc3ccccc3[nH]2)cc1
-5 | COc1ccc(Nc2cc(C)nc3c(C)cccc23)cc1OC
8 | O=C(c1c(Br)sc(-c2ccccc2)c1-c1ccccc1)N1CCOCC1
-4 | COC(=O)c1cccc(-c2ccc(/C=C3/C(=O)NN(c4ccc(Br)cc4)C3=O)o2)c1
2 | O=C1c2oc3ccccc3c(=O)c2C(c2ccccc2)N1Cc1ccc2c(c1)OCO2 (stereo unspecified)
3 | O=C(NCCC1=CCCCC1)c1ccc(C(=O)NCCC2=CCCCC2)nc1
-5 | Cc1nc(-c2cccc(NC(=O)c3cccc([N+](=O)[O-])c3)c2)cs1
6 | Cc1cc(Oc2cccc(C#N)c2C#N)ccc1Cl
-7 | COCCNC(=O)CCC1CCN(Cc2cc(C(C)C)n[nH]2)CC1
-6 | Cc1ccc(C(=O)Cn2nnc3ccccc32)cc1
-2 | O=C(NCCc1ccc(Cl)cc1)c1cc2c(s1)-c1ccccc1OC2
-4 | O=C(CCc1ccccc1)N/N=C/C1CC=CCC1 (stereo unspecified)
-3 | Cc1cccc2nc(CSc3nc4ccccc4o3)c(Br)n12
2 | Cc1ccc(/C=N/NC(=O)CSc2ccccn2)cc1
1 | Cc1cc(C)c(NC(=O)CSc2nnc3[nH]c(=O)cc(C)n23)c(C)c1
1 | CC(C)C(=O)NNc1ccccc1
7 | CCOC(=O)N1CCN(C(=O)c2ccc(N3CCC(NCCCN4CCCC4=O)CC3)cc2)CC1
5 | c1nc(SCc2ccc3c(c2)OCO3)c2c3c(sc2n1)CCCC3
-3 | COc1cc(-c2[nH]ncc2CN(C)Cc2nccn2C)cc(OC)c1OC
-1 | CCN(CC)CCCNC(=O)CCC(=O)NNc1nc2ccccc2c2nc(C)nn12
2 | CC1c2[nH]c3ccccc3c2CCN1C(=S)Nc1ccccc1 (stereo unspecified)
1 | CC1Cn2c(C(=O)NCc3cccc(Br)c3)cc3cccc(c32)S1 (stereo unspecified)
-3 | Cc1cccc(CN2CCC(N3CCC(C(=O)N(C)C4CCOC4)CC3)CC2)n1 (stereo unspecified)
0 | CCN(Cc1nccn1C)C(=O)c1ccc(N2CCCC(O)C2)nc1 (stereo unspecified)
0 | COc1ccc(N2C=C3CCCC4=NN(c5ccccc5)S2=C34)cc1 (stereo unspecified)
1 | CCC1CN(C(=O)N2CCC(C(=O)NCc3ccc(N(C)C)cc3)CC2)c2ccccc2O1 (stereo unspecified)
15 | CCOC(=O)c1sc2nc3ccccc3cc2c1N
-4 | O=C(NC1CC(=O)N(c2ccc(Cl)cc2)C1)c1ccc(S(=O)(=O)N2CCCC2)cc1 (stereo unspecified)
0 | Cc1cccn2c(=O)c3cc(C(=O)N4CCN(C)CC4)n(Cc4ccccc4)c3nc12
-4 | CN(c1ccccc1C(=O)O)S(=O)(=O)c1ccc2[nH]c(=O)oc2c1
-1 | CCOc1ccc(-c2nc(Cn3ccn4nc(-c5ccc(OCC)c(Cl)c5)cc4c3=O)c(C)o2)cc1
7 | CCOC(=O)C1(Cc2ccc(OC)cc2)CCN(C(=O)C2=CCCC2)CC1
-1 | Cc1nn(C)c2c1c(-c1ccccc1)cc(=O)n2Cc1ccc(F)cc1Cl
3 | Cc1cc(C)c2c(N)c([N+](=O)[O-])sc2n1
5 | CCCCC(=O)NC(NC(=O)CCCC)c1ccc(OCc2ccccc2)cc1
-5 | CCOC(=O)c1c(NC(=O)CSc2nnc(CNc3ccc(F)cc3)o2)sc2c1CCCC2
-4 | COc1cc2[nH]c(=O)n(Cc3ccc(C(=O)N4CCN(c5cccc(C)c5C)CC4)cc3)c(=O)c2cc1OC
-6 | C/C(=N/NC(=O)C(O)(c1ccccc1)c1ccccc1)c1cccc(NC(=O)C2CCCCC2)c1
5 | CC(=O)NC1CCS(=O)(=O)C1 (stereo unspecified)
-10 | COc1ccc(Nc2nc3sc4c(c3c(=O)o2)CCCC4)cc1
2 | O=C(NC1CCC2C3CCC(NC(=O)c4cccs4)CC3S(=O)(=O)C2C1)c1cccs1 (stereo unspecified)
-6 | CCc1ncc(CNC2CC(C)(C)Cc3nc(N4CCC(O)CC4)ncc32)cn1 (stereo unspecified)

The list goes on.
RBX1-CUL1 inh | Molecule
3 | CCc1nc2cc(NC(C)=O)cc(C(=O)N3CCCC(COC)C3)c2n1Cc1cccnc1 (stereo unspecified)
7 | Cc1nc2c(cc1C#N)C(=O)c1ccccc1-2
-9 | CCc1cccc(NC(=O)Cn2nc3c4cc(F)ccc4n(Cc4cccc(C)c4)cc-3c2=O)c1
4 | O=C(/C=C/c1cnc[nH]1)N1CCc2[nH]nc(-c3ccc(C(F)(F)F)cc3)c2C1
4 | COc1ccc(C(=O)n2cccn2)cc1
0 | NC(=O)C1(c2ccc(Cl)cc2)CCCC1
3 | N=C1/C(=C\c2cccs2)C(=O)N=C2SC(C34CC5CC(CC(C5)C3)C4)=NN12
-7 | Cc1nc2c3ccccc3nc(NNC(=O)CCC(=O)N3CCN(c4cccc(Cl)c4)CC3)n2n1
6 | CCOc1cccc(OCCCn2c(-c3ccc(Br)cc3)nc3ccccc3c2=O)c1
-4 | COc1ccc(C2=C(C)C(=O)N(Cc3ccc(C(=O)NC(C)c4ccccc4)cc3)S2(=O)=O)cc1 (stereo unspecified)
0 | CCOC(=O)c1c(NC(=O)c2ccccc2)sc2c(O)c(Br)cc(Br)c12
2 | Cc1ccc2ncc3c(-c4ccccc4)nn(CC(=O)NC4CCCCC4)c3c2c1

Reformatted bar-delimited: part of the list above.
mol | RBX1-CUL1 inh
NC(=O)C1(c2ccc(Cl)cc2)CCCC1 | 0
COc1ccc(C2=C(C)C(=O)N(Cc3ccc(C(=O)NC(C)c4ccccc4)cc3)S2(=O)=O)cc1 (stereo unspecified) | -4
CCc1nc2cc(NC(C)=O)cc(C(=O)N3CCCC(COC)C3)c2n1Cc1cccnc1 (stereo unspecified) | 3
Cc1nc2c3ccccc3nc(NNC(=O)CCC(=O)N3CCN(c4cccc(Cl)c4)CC3)n2n1 | -7
CCc1cccc(NC(=O)Cn2nc3c4cc(F)ccc4n(Cc4cccc(C)c4)cc-3c2=O)c1 | -9
O=C(/C=C/c1cnc[nH]1)N1CCc2[nH]nc(-c3ccc(C(F)(F)F)cc3)c2C1 | 4

(further entries)
RBX1-CUL1 inh | Molecule
-2 | COC(=O)C1CCCCN1C(=O)CCCn1nnnc1CN1CCOCC1 (stereo unspecified)
9 | Cc1ccc(S(=O)(=O)Nc2cccc(C(N)=O)c2C)cc1
7 | COCCNc1nc2c(c(=O)n(Cc3cccc(Cl)c3)c(=O)n2C)n1C
6 | O=C(COC(=O)C1CCC(N2C(=O)C3C4CCC(C4)C3C2=O)CC1)c1ccc(Cl)cc1 (stereo unspecified)
3 | CCc1ccc(NC(=O)CSc2nc3c(c(=O)[nH]2)CN(Cc2ccc4c(c2)OCO4)CC3)cc1
9 | COc1ccccc1C(=O)Nc1ccnn1C1CCN(Cc2nccn2C)CC1
12 | CCNS(=O)(=O)c1ccc2c(c1)Cc1ccccc1-2
4 | COc1cccc(CNc2nc3ccccc3c3nc(-c4cccc(C)c4)nn23)c1
9 | O=S(=O)(Nc1cccc(-c2ccc(N3CCCC3)nn2)c1)c1cc(F)ccc1F
1 | CC(C)CCOc1cccc(OCC(=O)NC2CCS(=O)(=O)C2)c1 (stereo unspecified)
-4 | CCOC(=O)c1cccc(NC(=O)C(C)n2nc(C)c3c(C)n(-c4ccccc4)nc3c2=O)c1 (stereo unspecified)
-6 | O=C1CCC(C(=O)N/N=C/c2ccc3c(c2)OCO3)=NN1
5 | Cc1cc(C)cc(NC(=O)CSc2nnc(-c3cccs3)n2Cc2ccco2)c1
9 | O=C(OCC1COC(COC(=O)c2ccccc2)CO1)c1ccccc1 (stereo unspecified)
-8 | CCn1c(CN2CCN(CCO)CC2)nc2ccccc21
-3 | CCC(=O)Nc1ccc(C(=O)OCC(=O)c2ccc(Cl)c(Cl)c2)cc1
-1 | COc1ccc(-c2ccc3c(N)c(C(=O)Nc4cc(Cl)ccc4Cl)sc3n2)cc1OC
3 | CC(Sc1nnc(COc2ccc3ccccc3c2)n1C)C(=O)Nc1ccc([N+](=O)[O-])cc1 (stereo unspecified)
-5 | COc1ccc(NC(=O)CNC(=O)Cn2c(C)cc3ccccc3c2=O)c(OC)c1
-2 | CCOc1cc2sc(N3CCC(C(=O)Nc4ccc(C)cc4C)CC3)nc2cc1Br
-10 | CCOc1ccccc1NC(=O)CN1CCCC1
-2 | COc1ccc(C(=O)Nc2ccccc2)cc1S(=O)(=O)Nc1ccc(Br)cc1
-9 | CCCCc1nn2c(=O)cc(COC(=O)CNC(=O)COc3ccc(C)cc3)nc2s1
2 | CC1CCCN(CCOCCSc2ccccc2)C1 (stereo unspecified)
2 | CCOC(=O)c1ccc(N2C(=O)C3C4c5ccccc5C(C(C)=O)(c5ccccc54)C3C2=O)cc1 (stereo unspecified)
9 | Cc1ccc(CSc2ccc3nnc(CCNS(=O)(=O)c4ccc(C)cc4)n3n2)cc1
-14 | C=CCn1c(SCc2csc(C)n2)nc2scc(-c3ccccc3)c2c1=O
7 | Cc1ccc(-n2ccnc(NCCc3ccc(S(N)(=O)=O)cc3)c2=O)c(C)c1
4 | Cc1oc2ccc(O)c(CN3CCN(C)CC3)c2c1C(=O)NC1CCCC1
-6 | O=C(c1cnc(N2CCCCC2)c2ccccc12)N1CCN(c2cccc(Cl)c2)CC1
-4 | Cc1cc(C)cc(NC(=O)CSc2ccc(Cl)cc2)c1
-1 | COc1cccc(OCc2nc3ccccc3cc2C(=O)O)c1
1 | O=C(NCc1ccc(F)cc1)c1cccc(N2CCCS2(=O)=O)c1
1 | Cc1ccc2c(c1)N(CC(=O)NCCc1ccccc1)C(=O)CO2
11 | Cc1cc(=O)oc2cc(OC(C)C(=O)NCC(=O)O)ccc12 (stereo unspecified)
-8 | Cc1ccccc1NC(=O)CSc1nc2sc(C)c(C)c2c(=O)n1-c1ccccc1

A portion of the results above:
RBX1-CUL1 inh | Molecule
4 | Cc1oc2ccc(O)c(CN3CCN(C)CC3)c2c1C(=O)NC1CCCC1
-6 | O=C(c1cnc(N2CCCCC2)c2ccccc12)N1CCN(c2cccc(Cl)c2)CC1
-4 | Cc1cc(C)cc(NC(=O)CSc2ccc(Cl)cc2)c1

An excerpt of these results, with bars between the fields:
SMILES | RBX1-CUL1 inh
Cc1ccc(-n2ccnc(NCCc3ccc(S(N)(=O)=O)cc3)c2=O)c(C)c1 | 7
COc1cccc(OCc2nc3ccccc3cc2C(=O)O)c1 | -1
Cc1ccc(CSc2ccc3nnc(CCNS(=O)(=O)c4ccc(C)cc4)n3n2)cc1 | 9

Following part:
RBX1-CUL1 inh | Molecule
4 | COc1ccc(OCc2nnc(SCC(=O)Nc3ccc(Br)cc3)n2C)cc1
-6 | O=C(Nc1nc2ccccc2s1)c1ccc(S(=O)(=O)N2CCCC2)cc1
-8 | CCC(=O)Nc1nnc2n1CCS2
-6 | COc1ccc(/C=N\NS(=O)(=O)c2ccc(Br)cc2)cc1COC(C)=O
-3 | Cc1ccc(Cl)cc1N1CCN(C(=O)c2cnn(-c3ccc(Cl)cc3)c2C2CCNCC2)CC1
1 | Cc1ccc(NC(=O)CSc2nc(-c3ccc4c(c3)OCO4)ccc2C#N)cc1Cl
3 | Cc1cccc(C)c1NC(=O)Cn1c(=O)n(Cc2ccco2)c(=O)c2ccc(C(=O)NC3CCCC3)cc21
-8 | Cc1ccc(CSc2nnc(NC(=O)c3cccc4ccccc34)s2)cc1
-4 | CCOC(=O)N1CCC(N2CCOC(Cc3ccc(F)cc3)C2)CC1 (stereo unspecified)
3 | CN(Cc1ccncn1)C(=O)c1csc2nc(-c3ccc(Cl)cc3)cn12
5 | COc1ccc(/C=C2/C=CC(=O)O2)c(OC)c1
1 | Cc1cc(C)c(S(=O)(=O)N2CCN(c3cc(Cl)ccc3C)CC2)c(C)c1
10 | CC1(C)CCc2c(ccc3c2OC(C)(C)CC3)O1
-4 | COCC(=O)Nc1nc(C)cc(C)n1
7 | CSc1ncc2ccc(=O)n(C(C)C)c2n1
-4 | COCCN1CCC(CN(C)C2CCN(c3cccc(NC(=O)CCCc4ccccc4)c3)CC2)C1 (stereo unspecified)
8 | c1ccc(OCc2noc(-c3ccc(N4CCCCO4)nc3)n2)cc1
1 | COc1ccc(/C=C/C(=O)Nc2nc3n(n2)C(c2ccccc2)CC(c2ccccc2)=N3)cc1 (stereo unspecified)
-5 | O=C(Nc1ccc2c(c1)OCO2)c1cc(F)c(F)cc1Cl
1 | CCOc1ccc(CCNC(=O)Cn2ccc3cc(S(=O)(=O)N4CCCCC4)ccc32)cc1
-9 | Cc1ccc(N2C(=O)NC(=O)C3C2=NC(=O)C3(NS(=O)(=O)c2ccc(C)cc2)C(F)(F)F)cc1 (stereo unspecified)

Some of the compounds tested (hit frequency here may not be typical).
